# Source: PubChem BioAssay
# POLI inh = inhibitors of human DNA polymerase iota | actives 1% (n = 390,000) | Potency, µM (highest dose often 115 µM), without a hit: top-dose activity, negative = inhibition, most hits filed as inhibitors | Pol iota fluorescent replication assay, 10 min | Q9UNA4 | AID 588590; note: potency is the fitted concentration of half-maximal effect
#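 Fluorescent replication assay read twice, at 0 min and 10 min after adding 50 nM (final) substrate. Enzyme (10 nM) and compounds were first incubated 15 min at room temperature; enzyme-free buffer wells were negative controls.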
# BLM inh = inhibitors of human Bloom syndrome helicase BLM; P54132; recombinant BLM DNA unwinding, fluorescence dequenching; Potency, µM (top dose mostly 56.1 µM), without a hit: at the highest dose activity change, negative = inhibition, actives largely listed as inhibitors; actives 0.2% (n = 350,000);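 note: potency is the fitted concentration of half-maximal effect; plate controls were vehicle for no effect and no enzyme for full effect; nearly all actives have a fitted effect of over 35% in size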
# POLB inh = blocks human DNA polymerase beta activity. actives 1.3% (n = 340,000). Potency, µM (titrated, usually from 114 µM), for inactives: top-dose activity change, negative = inhibition, usual class: inhibitors. Pol beta primer extension/strand displacement, fluorescence kinetic; note: potency is the fitted concentration of half-maximal effect; % is set by controls: 0 for no effect and ±100 for the full control effect
#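 Enzyme-only controls used 10 nM Pol beta; buffer lacking enzyme served as negative control. Compound preincubated 15 min, then 50 nM substrate added; 0 and 10 min reads at room temperature.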
# Apoferritin bind = binds horse apoferritin like a general anesthetic. apoferritin/1-aminoanthracene competitive binding, fluorescence. Potency, µM (titrated, usually from 77.5 µM), for the others: top-dose activity change, negative = displacement, hits mostly inhibitors. actives 0.074% (n = 350,000). P02791; note: potency is the fitted concentration of half-maximal effect; % is set by controls: 0 for no effect and ±100 for the full control effect; nearly all actives have a fitted effect of over 20% in size
#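 Concentration-response curves derived by four-parameter Hill fitting of normalized fluorescence, where compounds displaced 1-AMA from 10 uM horse apoferritin following a brief 10 min room-temperature incubation; propofol titration acted as positive control.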
# Pol eta inh = inhibitors of human DNA polymerase eta | recombinant Pol eta, fluorescent DNA replication assay | Potency, µM (series often up to 114 µM), for inactives: top-dose activity change, negative = inhibition, usual class: inhibitors | actives 1.2% (n = 390,000); note: potency is the fitted concentration of half-maximal effect; % is set by controls: 0 for no effect and ±100 for the full control effect
#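 Pol eta (10 nM) was preincubated with compounds for 15 min at room temperature, after which fluorescent replication substrate (50 nM final) was added to start the reaction. Fluorescence was read kinetically at 0 and 10 min.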
# LDHA inh = blocks human lactate dehydrogenase A; P00338; AID 1347041; purified LDHA, NADH/diaphorase-resazurin fluorescence; active compounds read low; actives 0.15% (n = 480,000); activity change, % (values are at about 110 or 230 µM); in the data active = activity change below about -30%; inconclusive = mostly about -25% to -30%;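 note: plate controls were DMSO wells for no effect and wells without enzyme for full effect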
#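 Human LDH5 (2 nM) was incubated with 0.06 mM NADH and 0.2 mM pyruvate for 5 min at room temperature in Tris pH 7.4. Remaining NADH was coupled through diaphorase/resazurin, and resorufin fluorescence was read at 0 and 20 min.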
# Pol kappa inh = DNA polymerase kappa (human) inhibition; purified Pol kappa, fluorescent DNA synthesis assay, 10 min; Potency, µM (titrated, usually from 107 µM), for inactives: at the highest dose activity, negative = inhibition, most hits filed as inhibitors; actives 0.53% (n = 400,000); note: potency is the fitted concentration of half-maximal effect; % is set by controls: 0 for no effect and ±100 for the full control effect
# Target sequence (Q9UBT6 whole entry, looked up): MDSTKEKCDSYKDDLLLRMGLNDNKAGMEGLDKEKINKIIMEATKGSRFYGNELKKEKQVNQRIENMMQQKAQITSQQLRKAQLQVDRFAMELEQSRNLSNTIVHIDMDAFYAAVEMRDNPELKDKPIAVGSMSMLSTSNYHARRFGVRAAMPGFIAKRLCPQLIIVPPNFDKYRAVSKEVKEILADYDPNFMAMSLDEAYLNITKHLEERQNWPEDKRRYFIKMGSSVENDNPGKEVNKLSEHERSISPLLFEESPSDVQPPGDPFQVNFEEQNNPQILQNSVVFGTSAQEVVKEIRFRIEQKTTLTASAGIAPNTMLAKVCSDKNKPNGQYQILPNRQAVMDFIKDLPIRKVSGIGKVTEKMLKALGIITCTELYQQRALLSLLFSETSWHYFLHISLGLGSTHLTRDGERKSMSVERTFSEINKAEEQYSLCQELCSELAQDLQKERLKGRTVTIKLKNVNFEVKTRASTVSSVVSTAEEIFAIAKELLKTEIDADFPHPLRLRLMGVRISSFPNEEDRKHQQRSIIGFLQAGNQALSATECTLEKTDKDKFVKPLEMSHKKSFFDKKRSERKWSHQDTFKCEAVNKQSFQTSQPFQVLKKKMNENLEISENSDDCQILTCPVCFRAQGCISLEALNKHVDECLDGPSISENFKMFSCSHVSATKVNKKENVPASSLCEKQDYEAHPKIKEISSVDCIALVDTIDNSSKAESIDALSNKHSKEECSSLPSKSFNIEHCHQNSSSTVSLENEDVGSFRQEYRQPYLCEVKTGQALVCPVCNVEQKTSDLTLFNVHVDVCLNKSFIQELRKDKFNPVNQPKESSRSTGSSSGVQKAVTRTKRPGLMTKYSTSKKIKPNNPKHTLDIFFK
#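 Kinetic fluorescence readout at 0 and 10 min followed reaction start with substrate at 50 nM final. Beforehand, enzyme (10 nM Pol kappa) stood 15 min with compound at room temperature; buffer-only wells were negative controls.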
# GRP78 ERSR act = induces the endoplasmic reticulum stress response in human glioma cells; U87-MG GRP78 promoter luciferase reporter, 16 h; Potency, µM, for inactives: top-dose activation, hits mostly activators; actives 0.02% (n = 420,000); note: potency is the fitted concentration of half-maximal effect; series mostly up to about 76 µM; % of control where 0% means no effect; nearly all actives have a fitted effect of over 35% in size
#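 Stably transfected U87-MG glioma cells carrying a GRP78-based luciferase sensor; 16 h compound incubation. Luminescence end-point read 10 min after Bright-Glo addition at room temperature.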
# APEX1 inh = APE1 (human) endonuclease inhibition | P27695 | recombinant APE1, TAMRA/BHQ-2 abasic DNA cleavage fluorescence | Potency, µM (titrated, usually from 65.8 µM), without a hit: at the highest dose activity change, negative = inhibition, actives largely listed as inhibitors | actives 0.35% (n = 350,000) | AID 2517;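 note: potency is the fitted concentration of half-maximal effect; plate controls were vehicle for no effect and reference inhibitor for full effect; nearly all actives have a fitted effect of over 55% in size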
#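 APE1 at 0.75 nM preincubated 15 min at room temperature with compound. Reaction then started with 50 nM double-stranded THF-abasic substrate labelled with TAMRA/BHQ-2, and 525/598 nm fluorescence read kinetically. Activity taken as third-minus-first read difference, normalized to DMSO and NSC13755 controls.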
# * hit, by the source's call; u = inconclusive; x = no result given; & = joins results of further samples; [ ] = another dose, or the depositor's remark. Unless noted, calls come from the whole dose curve; as a rule, active = well fitted curve in the direction sought with a large enough effect; inconclusive = small, poorly fitted or top-dose-only effect, or another doubt; inactive = no such curve, though single readings can be large; an effect the other way counts as inactive or inconclusive. Only part of the results is shown. The share of hits here may be higher or lower than overall.
# Fields – POLI inh, BLM inh, POLB inh, Apoferritin bind, Pol eta inh, LDHA inh, Pol kappa inh, GRP78 ERSR act, APEX1 inh
[1] COc1ccc(OCCCC(=O)OC(C)C(=O)Nc2ccccc2[N+](=O)[O-])cc1 (stereo not given)
  12%, x, x, x, -21%, -1, -15%, 0%, 3%
[2] Cc1cccc(CCNC(=O)C2CCC(=O)N(Cc3ccc(Cl)cc3)C2)n1 (stereo not given)
  12%, 0%, 7%, -1%, -13%, -10, -6%, -2%, -13%
[3] C=CCSc1nc(Cc2ccc(Cl)cc2)nc2ccccc12
  2%, -6%, 0%, -11%, -9%, -2, -15%, -3%, 3%
[4] COC(=O)C(Cc1ccccc1)NS(=O)(=O)c1ccccc1Br (stereo not given)
  6%&26%, 3%&-5%, u, -13%&-7%, -22%, -7, 6%&-5%, -3%&-2%, -4%&13%
[5] CC1(C)CC(=O)N(CC(=O)NCc2ccccc2)c2ccccc2S1(=O)=O
  -13%, 2%, 7%, 11%, -17%, -8, 0%, -6%, 0%
[6] CCOC(=O)NC(=O)CSc1nc(-c2ccc(C)c(C)c2)cn1-c1ccccc1
  12%, -12%, 5%, 2%, -5%, -4, -6%, 5%, -15%
[7] COc1ccc(N2CCN(S(=O)(=O)c3csc(C(N)=O)c3)CC2)cc1
  17%, 0%, 6%, 4%, -6%, 2, 8%, -4%, x
[8] CCCCOc1ccc(Cc2c(O)nc(SC)[nH]c2=O)cc1
  120%[activator], -2%, -24%, -8%, -16%, -3, 2%, -5%, 27%
[9] Cc1nc2oc3ccc(F)cc3c(=O)c2cc1C(=O)O
  -6%, 0%, 0%, 2%, 11%, -9, -2%, 4%, 37%
[10] COc1ccc(Nc2ccc3ccccc3c2)cc1
  2%, x, x, x, -18%, 21, 0%, 2%, x
[11] O=C(CSc1oc(-c2cccs2)nc1S(=O)(=O)c1ccccc1)Nc1ccc(F)cc1
  u, -3%, -9%, -13%, -18%, 1, -10%, -3%, x
[12] COc1cccc(N2CC(C(=O)NCc3n[nH]c(=O)c4ccccc34)CC2=O)c1 (stereo not given)
  15%, x, x, x, -3%, -4, -6%, -4%, -3%
[13] Cc1cc2cc(C)c(NCCNC(=O)c3ccccc3)nc2cc1C
  11%, -2%, -10%, -3%, -13%, -1, 1%, -1%, -4%
[14] O=C(N/N=C\c1ccc(CN(Cc2ccc(Cl)cc2)S(=O)(=O)c2ccccc2)o1)C(=O)Nc1ccc(F)cc1
  -2%, -2%, 3%, -10%, -19%, -5, -4%, -1%, 13%
[15] COc1ccc(CNc2ncnc3nc[nH]c23)cc1
  u, x, x, x, x, 7&-3, -32%&-20%, 0%, x
[16] COc1ccc(CN(C)C(=O)c2cccc(S(=O)(=O)N3CCc4ccccc43)c2)c(OC)c1
  -13%, x, x, x, -16%, 0, 11%, -5%, 41%

# Reprinted: nos. 15 to 16
# Fields – POLI inh, BLM inh, POLB inh, Apoferritin bind, Pol eta inh, LDHA inh, Pol kappa inh, GRP78 ERSR act, APEX1 inh
[15] COc1ccc(CNc2ncnc3nc[nH]c23)cc1
  u, x, x, x, x, 7&-3, -32%&-20%, 0%, x
[16] COc1ccc(CN(C)C(=O)c2cccc(S(=O)(=O)N3CCc4ccccc43)c2)c(OC)c1
  -13%, x, x, x, -16%, 0, 11%, -5%, 41%

# Four entries from above, ordered by heavy-atom count, largest number first.
# Fields – POLI inh, BLM inh, POLB inh, Apoferritin bind, Pol eta inh, LDHA inh, Pol kappa inh, GRP78 ERSR act, APEX1 inh
[6] CCOC(=O)NC(=O)CSc1nc(-c2ccc(C)c(C)c2)cn1-c1ccccc1
  12%, -12%, 5%, 2%, -5%, -4, -6%, 5%, -15%
[2] Cc1cccc(CCNC(=O)C2CCC(=O)N(Cc3ccc(Cl)cc3)C2)n1 (stereo not given)
  12%, 0%, 7%, -1%, -13%, -10, -6%, -2%, -13%
[8] CCCCOc1ccc(Cc2c(O)nc(SC)[nH]c2=O)cc1
  120%[activator], -2%, -24%, -8%, -16%, -3, 2%, -5%, 27%
[10] COc1ccc(Nc2ccc3ccccc3c2)cc1
  2%, x, x, x, -18%, 21, 0%, 2%, x

# Individual results from the list.
# For Apoferritin bind, `O=C(N/N=C\c1ccc(CN(Cc2ccc(Cl)cc2)S(=O)(=O)c2ccccc2)o1)C(=O)Nc1ccc(F)cc1` has -10%
# For Pol kappa inh, `O=C(CSc1oc(-c2cccs2)nc1S(=O)(=O)c1ccccc1)Nc1ccc(F)cc1` has -10%
# For GRP78 ERSR act, `COc1cccc(N2CC(C(=O)NCc3n[nH]c(=O)c4ccccc34)CC2=O)c1` (stereo not given) has -4%
# For BLM inh, `Cc1nc2oc3ccc(F)cc3c(=O)c2cc1C(=O)O` has 0%
